# PAX8 reporter: inhibitors of PAX8 transcriptional activity in RMG-I cells. RMG-I TPO-luciferase reporter, SteadyGlo, 24 h. inhibition, % at 12.6 µM. hit rate 1.2% among 360,000. AID 652154;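 active = mean replicate inhibition at least 60% with every replicate also reaching 60%; inconclusive = only one of the two criteria is met; inactive = mean below 60% and not all replicates reaching 60%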;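 note: luciferase light reporting Pax8 driven TPO promoter activity; plate controls were median of neutral control wells for no effect and mitoxantrone controls for full effect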
# EWS-Fli inh: blocks EWS/Fli oncoprotein-driven transcription; inhibition, % at 12.6 µM; AID 651661; A673 NR0B1-luciferase reporter, viability-normalised; hit rate 0.67% among 350,000;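 active = mean inhibition of at least 50% after viability correction, with every replicate also passing that limit; inconclusive = mean reaches 50% but only one of two replicates passes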;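 note: firefly luciferase signal divided by Alamar Blue viability fluorescence both relative to DMSO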
# ERp5 inh: inhibitors of human ERp5 | Q15084 | inhibition, % at 9.99 µM | hit rate 0.05% among 350,000 | ERp5 insulin aggregation, absorbance 650 nm, 90 min;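 active = mean replicate inhibition above about 25%, with every replicate also reaching it, limit read from the data, passing the limit was not always enough; inconclusive = only one of those two criteria met; inactive = neither criterion met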
# Target sequence (Q15084 whole entry, looked up): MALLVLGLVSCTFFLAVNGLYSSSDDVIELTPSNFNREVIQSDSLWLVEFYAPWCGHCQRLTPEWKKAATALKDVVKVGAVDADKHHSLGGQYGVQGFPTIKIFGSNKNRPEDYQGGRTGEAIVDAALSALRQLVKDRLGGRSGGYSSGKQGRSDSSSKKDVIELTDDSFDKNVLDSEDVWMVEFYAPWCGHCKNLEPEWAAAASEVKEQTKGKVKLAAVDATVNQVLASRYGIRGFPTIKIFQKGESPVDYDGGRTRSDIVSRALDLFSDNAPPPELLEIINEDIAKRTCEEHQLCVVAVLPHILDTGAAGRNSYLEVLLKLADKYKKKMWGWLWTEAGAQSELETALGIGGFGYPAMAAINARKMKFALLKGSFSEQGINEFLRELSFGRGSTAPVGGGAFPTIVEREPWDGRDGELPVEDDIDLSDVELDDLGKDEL
# INS-1E GSIS act: GLuc luminescence reporter in INS-1E cells, primary screen for activators of glucose-dependent secretion of insulin. INS-1E GLuc reporter insulin secretion, 2-3 h. activation, % at 16.6 µM. hit rate 0.61% among 370,000;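 active = lowest replicate activation of at least 40%, so every replicate reaches that level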;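 note: 0% = median of neutral control wells and 100% = median of IBMX positive control wells; some compounds called inactive have numbers as strong as hits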
# ARNT TACC3 PPI: ARNT/TACC3 interaction disruption; AID 623870; inhibition, % at 9.99 µM; AlphaScreen His-ARNT PAS-B/GST-TACC3 binding, luminescence; TACC3 fragment carries E629A point mutation; hit rate 0.66% among 390,000; Q9Y6A5;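 active = mean inhibition of replicates at least 50% and at least half of replicates each reaching 50%; inconclusive = half or more replicates reach 50% but mean below 50%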;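 note: 0% = complete ARNT plus TACC3 wells and 100% = ARNT alone without TACC3; many hits fall short of the cut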
# DENV2 CPE: protects cells from dengue virus 2 cytopathic effect; DENV2-infected cells, cytopathic effect rescue, plate reader; CPE inhibition, % at 9.99 µM; hit rate 1.7% among 350,000; in the data active = CPE inhibition above about 20%, passing the limit was not always enough; inconclusive = no clear call, values can overlap the other calls; tested in BHK-21 cells;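 note: 0% = median of neutral control wells and 100% = median of positive control wells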
# CFTR F508del cor: CFTR F508del correction in bronchial cells | AID 720511 | CFBE cells, YFP halide quenching; stimulated with forskolin plus potentiator P3; % fluorescence drop versus neutral controls | hit rate 0.36% among 350,000 | activity (quench increase), % at 7.58 µM;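 active = mean added fluorescence quench of at least 8% versus neutral control, with both replicates also reaching 8%; inconclusive = only one of the mean or replicate conditions met; inactive = mean below 8% and not both replicates reaching 8%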;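 note: cells transiently co-express mutant CFTR-F508del with the halide-sensitive YFP; corrector assay measuring rescue of mutant channel to the surface after 24 h compound exposure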
# Xi reactivation: reactivates the inactive X chromosome in mouse fibroblasts; XiGFP mouse fibroblasts, % GFP-positive cells imaging, 3 d; cells co-treated with 5-aza-dC sensitizer; scaled so ellipticine positive control = 100%; activation, % at 7.58 µM; hit rate 0.055% among 360,000; AID 743238;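 active = mean normalized replicate activation at least 10% and every replicate at or above 10%; inconclusive = only one of the two criteria met; inactive = mean below 10% and not all replicates reach 10%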;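 note: 0% = median of on-plate neutral control wells and 100% = ellipticine 6 µM median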
#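 Material: XiGFP fibroblasts, SV40-immortalized; Buffer or medium: DMEM containing 5-aza-dC; Compound dosing: single point; Times: 3 days compound exposure.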
# The depositor's hits bear a star; ? = inconclusive; . = no result given.
entry	Molecule	PAX8 reporter	EWS-Fli inh	ERp5 inh	INS-1E GSIS act
1	O=c1c2cc3c(cc2[nH]c(=S)n1C1CCN(Cc2ccccc2)CC1)OCO3	1	9	0	0
2	COc1ccc(-c2csc(N3C(=O)C4C5c6ccccc6C(c6ccccc65)[C@@H]4C3=O)n2)cc1 (stereo partly drawn)	6	.	.	-11
3	S=C(NCC1COc2ccccc2O1)Nc1ccccc1 (stereo not drawn)	-15	-10	5	-5
4	O=C(C[C@@H]1CC[C@H](NS(=O)(=O)c2ccc(F)cc2)[C@@H](CO)O1)NC1CCCCC1	-5	7	6	-6
5	NC(c1csc(Nc2ccc(C(=O)NCCO)cc2)n1)C1CCCCC1 (stereo not drawn)	11	-1	4	-8
6	CC(C)(C)OC(=O)C[C@H]1C/C=C\C[C@@H](CC(=O)N(CCO)Cc2ccccc2)C(=O)NCCOC1=O	12	1	2	14
7	CCN(CC(=O)Nc1ccccc1C(F)(F)F)C(=O)COc1cccc2c1OC(C)(C)C2	-3	8	2	-1
8	C[C@@H]1CCCCO[C@@H](CN(C)C(=O)C2CCCCC2)[C@H](C)CN([C@H](C)CO)C(=O)c2cc(NC(=O)NC3CCCCC3)ccc2O1	19	-4	-5	.
9	O=C(O)C(Cc1ccccc1)N1C(=O)CCC1=O (stereo not drawn)	-5	1	-1	8
10	Cc1cc(SCC(=O)c2cc(C)n(C)c2C)nc2ccccc12	-3	9	-4	13
11	CCNCCNC(=O)c1c(O)c2c([nH]c1=O)CCCC2	.	-1	1	-11
12	CCC(=O)N[C@@H]1C=C[C@H](CC(=O)NCc2cc(F)cc(F)c2)O[C@@H]1CO	-14	4	-3	-4

entry	ARNT TACC3 PPI	DENV2 CPE	CFTR F508del cor	Xi reactivation
1	-5	4	-0.3	0.3
2	-5	.	.	-0.1
3	8	-7	.	0.0
4	-13	-9	1.2	0.1
5	.	22*	-2.1	-0.1
6	-10	.	1.8	0.0
7	1	-3	5.1	0.2
8	-4	-8	4.5	0.0
9	-13	3	1.6	0.0
10	-11	-13	-3.0	0.0
11	3	-4	-1.2	.
12	-3	9	0.8	-0.1

# (list continues)
entry	Molecule	PAX8 reporter	EWS-Fli inh	ERp5 inh	INS-1E GSIS act
13	COc1ccc(NC(=O)C2Cc3c(-c4cccc(C(C)=O)c4)ccnc3O2)cc1 (stereo not drawn)	7	45	11	-1
14	N#Cc1ccc(NC(=O)CSc2n[nH]c(=O)n2C2CC2)cc1	-7	-6	.	7
15	CC(C)CC(C(=O)NC(C)(C)C)N(Cc1cccs1)C(=O)c1snc(C(N)=O)c1N (stereo not drawn)	1	15	11	.
16	C[C@H](CO)N1C[C@H](C)[C@@H](CN(C)S(=O)(=O)c2cccs2)OCCCC[C@H](C)Oc2ccc(NC(=O)c3ccncc3)cc2C1=O	-9	-8	-4	-7
17	O=C(C[C@@H]1C=C[C@@H](NC(=O)CN2CCOCC2)[C@@H](CO)O1)NCc1cccc(F)c1	-3	3	2	-1
18	CO[C@@H]1CN(C)C(=O)c2cc(NC(=O)Nc3cccc(F)c3)ccc2OC[C@H](C)N(C(C)=O)C[C@@H]1C	.	5	-22	9
19	O=c1[nH]ncc(N2CCN(Cc3ccccc3)CC2)c1Cl	4	3	-2	3
20	C[C@H]1CN([C@@H](C)CO)C(=O)c2cc(NS(=O)(=O)c3ccc(Cl)cc3)ccc2O[C@H]1CN(C)Cc1ccc(C(=O)O)cc1	.	0	2	16
21	COc1ccc(-c2cccc(C(=O)NCC(=O)O)c2)cc1	.	-25	-8	-3
22	O=C(NCCS(=O)(=O)NCC1CCCO1)c1ccccc1 (stereo not drawn)	.	2	2	-5
23	CCOC(=O)c1c(C)[nH]c(C(=O)OCC(=O)N2CCCC2=O)c1C	-14	-11	-2	10
24	O=c1[nH]cnc2c1ncn2[C@@H]1C[C@@H](O)[C@H](CO)O1	-15	13	3	.

entry	ARNT TACC3 PPI	DENV2 CPE	CFTR F508del cor	Xi reactivation
13	.	-2	7.3	0.1
14	0	-8	-1.7	-0.1
15	-1	4	-3.0	0.0
16	0	1	-3.0	0.0
17	-3	-3	-0.6	0.1
18	4	3	-3.3	0.7
19	-11	-2	-1.0	0.0
20	-2	-1	-2.8	-0.7
21	3	1	-3.3	.
22	29	0	-0.1	-0.1
23	-2	1	3.4	0.4
24	-3	-1	1.2	0.0

# An excerpt from above in order of length of the SMILES, lowest first:
entry	Molecule	PAX8 reporter	EWS-Fli inh	ERp5 inh	INS-1E GSIS act
21	COc1ccc(-c2cccc(C(=O)NCC(=O)O)c2)cc1	.	-25	-8	-3
18	CO[C@@H]1CN(C)C(=O)c2cc(NC(=O)Nc3cccc(F)c3)ccc2OC[C@H](C)N(C(C)=O)C[C@@H]1C	.	5	-22	9
16	C[C@H](CO)N1C[C@H](C)[C@@H](CN(C)S(=O)(=O)c2cccs2)OCCCC[C@H](C)Oc2ccc(NC(=O)c3ccncc3)cc2C1=O	-9	-8	-4	-7

entry	ARNT TACC3 PPI	DENV2 CPE	CFTR F508del cor	Xi reactivation
21	3	1	-3.3	.
18	4	3	-3.3	0.7
16	0	1	-3.0	0.0

# More records
entry	Molecule	PAX8 reporter	EWS-Fli inh	ERp5 inh	INS-1E GSIS act
25	CC=Cc1ccc2n(c1=O)C[C@H]1[C@H](CO)[C@@H](C(=O)NCC3CC3)[C@@H]2N1C(=O)C1CC1 (mixture of isomers)	-1	-3	2	8
26	CC(C)(C)OC(=O)N/N=C\c1ccc([N+](=O)[O-])s1	-18	-23	4	3
27	CCCc1nc(SCC(=O)Nc2ccccc2OC)c2c(=O)n(C)c(=O)n(C)c2n1	-8	4	-6	.
28	N#C/C(=C(/O)c1ccco1)c1nc2ccccc2[nH]1	-3	-58	0	-1
29	COc1ccc(CNC(=O)C[C@H]2C(=O)N(c3ccccc3)C[C@@H]2Cc2ccccc2)cc1	2	10	7	.
30	C[C@H]1CN([C@@H](C)CO)S(=O)(=O)c2ccc(-c3ccc(F)cc3)cc2O[C@@H]1CN(C)Cc1ccccc1C(=O)O	-7	9	2	7
31	C[C@H]1CCCCO[C@H](CN(C)C)[C@@H](C)CN([C@@H](C)CO)C(=O)c2cc(NS(=O)(=O)c3cccs3)ccc2O1	8	-13	1	3
32	CC(C)C[C@H]1CN=C(N(C)C)N1CC1CCCCCC1	-18	8	2	-3
33	COc1ccc(C(=O)NC(C(=O)NCC(=O)Nc2c(C)cccc2C)C(C)C)cc1 (stereo not drawn)	-3	3	-10	-1
34	Cc1noc(C)c1S(=O)(=O)N(C)C[C@@H]1Oc2c(cccc2N(C)C)C(=O)N([C@@H](C)CO)C[C@H]1C	8	3	4	6
35	CC1=NN(C(N)=S)C(=O)C1N=Nc1cc(Cl)ccc1Cl (stereo not drawn)	16	15	0	89
36	Cc1cccc(C(=O)N2CCC(Cc3ccccc3)CC2)c1[N+](=O)[O-]	16	.	.	-7

entry	ARNT TACC3 PPI	DENV2 CPE	CFTR F508del cor	Xi reactivation
25	-16	8	1.1	-0.1
26	5	5	-2.5	0.0
27	-1	-7	2.7	-0.1
28	5	-2	-3.0	0.0
29	2	.	0.7	0.0
30	-3	1	3.8	0.0
31	-7	-9	-0.2	0.1
32	-2	-5	5.8	-0.2
33	0	7	-1.8	0.0
34	-3	-4	-2.6	-0.5
35	-23	5	-0.4	0.0
36	-4	.	.	-0.1

# Continuation.
entry	Molecule	PAX8 reporter	EWS-Fli inh	ERp5 inh	INS-1E GSIS act
37	CCc1cc(OCCN(C)C)ccc1Cl	-18	3	7	-2
38	O=C1OC(Nc2ccc(F)c([N+](=O)[O-])c2)c2ccccc21 (stereo not drawn)	10	10	9	13
39	COc1ccc(N(C(=O)c2ccccc2C)S(=O)(=O)c2cccs2)cc1	54	.	.	1
40	O=C(O)Cc1ccc2oc(-c3cccnc3)nc2c1	-30	-11	-6	-1
41	O=C(C[C@@H]1CC[C@H]2[C@@H](COC[C@H](O)CN2Cc2ccncc2)O1)NCc1ccncc1	1	8	0	16
42	CCCCC(=O)N(C)c1c(CC)nc2c(OCC3CCCCC3)cccn12	-3	19	0	-45
43	O=C(c1ccccc1F)N1CC2(C1)[C@@H](c1ccccc1)[C@@H](CO)N2CC1CC1	4	-1	-2	-7
44	O=c1[nH]c(/C=C/c2ccccc2OC(F)F)nc2c1cnn2-c1ccccc1	-22	-5	7	10
45	O=C(Cn1[nH]c(=O)c2ccccc2c1=O)NCCN1C(=O)S/C(=C\c2ccccc2)C1=O	20	3	-1	-46
46	Cc1ccc(C)c(-n2nnnc2Sc2nc([N+](=O)[O-])nn2C)c1	17	.	.	-12
47	C[C@@H]1CCCCO[C@@H](CN(C)Cc2ccc(Cl)c(Cl)c2)[C@H](C)CN([C@H](C)CO)C(=O)c2cc(NS(=O)(=O)c3ccc(Cl)cc3)ccc2O1	102*	25	-3	-17
48	C[C@@H]1CN([C@H](C)CO)C(=O)Cc2cc(NC(=O)Cn3cnnn3)ccc2O[C@@H]1CN(C)S(=O)(=O)c1ccc(Cl)cc1	11	-4	7	2

entry	ARNT TACC3 PPI	DENV2 CPE	CFTR F508del cor	Xi reactivation
37	-5	-2	0.2	-0.2
38	4	-2	1.0	0.3
39	-7	.	.	0.3
40	.	-2	-1.9	0.3
41	0	13	1.6	0.0
42	.	-10	1.9	-0.2
43	.	-3	-2.6	0.3
44	-1	13	.	0.0
45	0	.	2.6	0.2
46	-3	.	.	0.5
47	-7	13	3.4	0.2
48	-4	-5	1.7	0.0

# Entries by screen from the entries so far:
# Entries 22–26 in PAX8 reporter read ., -14, -15, -1, -18
# Entries 22–26 in CFTR F508del cor read -0.1, 3.4, 1.2, 1.1, -2.5

# (further entries)
entry	Molecule	PAX8 reporter	EWS-Fli inh	ERp5 inh	INS-1E GSIS act
49	CCc1cccc(CC)c1N1C(=O)CSCC1=O	14	-3	-1	4
50	Cc1[nH]c(=O)[nH]c(=O)c1S(=O)(=O)Nc1ccc(F)cc1F	31	2	0	3
51	O=[N+]([O-])c1ccc(CSC2=NCCS2)cc1	-58	-52	2	7
52	O=C1C2C3C=CC(C3)C2C(=O)N1Nc1ccc([N+](=O)[O-])cc1[N+](=O)[O-] (stereo not drawn)	5	-7	1	10
53	CNS(=O)(=O)c1cccc(C(=O)OCc2cc(C(C)=O)ccc2OC)c1	-15	1	-2	24
54	C[C@@H]1CN([C@@H](C)CO)C(=O)c2cc(NC(=O)Cc3ccccc3)ccc2O[C@@H]1CN(C)S(=O)(=O)c1cccs1	.	12	-3	-17
55	C/C=C/c1ccc([C@@H]2[C@H]3CN(C(=O)Nc4ccc(OC)cc4)CCCCN3[C@H]2CO)cc1	-17	-2	2	-14
56	O=c1ccc(-c2ccc(S(=O)(=O)NCC3CCN(Cc4ccccc4F)CC3)s2)n[nH]1	3	9	1	3
57	COC(=O)[C@@]1(Cc2ccc(OC)cc2)[C@H]2c3cc(C(=O)N4CCCC4)n(Cc4ccccn4)c3C[C@H]2CN1C(=O)c1ccccc1	-2	-2	-3	-11
58	COc1cc2c(cc1OC)C(c1ccc(Br)cc1)NCC2 (stereo not drawn)	-11	5	3	11
59	COc1cccc(CC2(CO)CCCN(Cc3ccc(CN4CCCCC4)s3)C2)c1 (stereo not drawn)	10	12	2	1

entry	ARNT TACC3 PPI	DENV2 CPE	CFTR F508del cor	Xi reactivation
49	.	3	-3.5	-0.1
50	7	-3	0.0	0.0
51	-6	-3	1.9	0.0
52	-3	2	0.2	0.0
53	3	-2	-0.7	0.0
54	.	4	-1.8	0.2
55	1	5	2.2	0.1
56	50*	-3	1.5	-0.1
57	.	?	-2.6	0.0
58	.	-2	1.6	-0.1
59	.	7	0.9	0.0
